# KDM5B inhibitor: KDM5B demethylase inhibition. Q9UGL1. KDM5B demethylase, FDH-coupled NADH fluorescence (FDH is formaldehyde dehydrogenase). Potency, µM (highest dose often 57.7 µM), for the others: at the highest dose activity change, negative = inhibition, usual class: inhibitors. 220,000 tested, 2.6% active. AID 1347165; active means well fitted inhibition curve with a large enough effect; inconclusive means small, poorly fitted or top-dose-only effect; inactive means no such curve, though single readings can be large or run the other way; further: 0% is about no effect; nearly all actives have a fitted effect of over 70% in size
# Target sequence (Q9UGL1 whole entry, looked up): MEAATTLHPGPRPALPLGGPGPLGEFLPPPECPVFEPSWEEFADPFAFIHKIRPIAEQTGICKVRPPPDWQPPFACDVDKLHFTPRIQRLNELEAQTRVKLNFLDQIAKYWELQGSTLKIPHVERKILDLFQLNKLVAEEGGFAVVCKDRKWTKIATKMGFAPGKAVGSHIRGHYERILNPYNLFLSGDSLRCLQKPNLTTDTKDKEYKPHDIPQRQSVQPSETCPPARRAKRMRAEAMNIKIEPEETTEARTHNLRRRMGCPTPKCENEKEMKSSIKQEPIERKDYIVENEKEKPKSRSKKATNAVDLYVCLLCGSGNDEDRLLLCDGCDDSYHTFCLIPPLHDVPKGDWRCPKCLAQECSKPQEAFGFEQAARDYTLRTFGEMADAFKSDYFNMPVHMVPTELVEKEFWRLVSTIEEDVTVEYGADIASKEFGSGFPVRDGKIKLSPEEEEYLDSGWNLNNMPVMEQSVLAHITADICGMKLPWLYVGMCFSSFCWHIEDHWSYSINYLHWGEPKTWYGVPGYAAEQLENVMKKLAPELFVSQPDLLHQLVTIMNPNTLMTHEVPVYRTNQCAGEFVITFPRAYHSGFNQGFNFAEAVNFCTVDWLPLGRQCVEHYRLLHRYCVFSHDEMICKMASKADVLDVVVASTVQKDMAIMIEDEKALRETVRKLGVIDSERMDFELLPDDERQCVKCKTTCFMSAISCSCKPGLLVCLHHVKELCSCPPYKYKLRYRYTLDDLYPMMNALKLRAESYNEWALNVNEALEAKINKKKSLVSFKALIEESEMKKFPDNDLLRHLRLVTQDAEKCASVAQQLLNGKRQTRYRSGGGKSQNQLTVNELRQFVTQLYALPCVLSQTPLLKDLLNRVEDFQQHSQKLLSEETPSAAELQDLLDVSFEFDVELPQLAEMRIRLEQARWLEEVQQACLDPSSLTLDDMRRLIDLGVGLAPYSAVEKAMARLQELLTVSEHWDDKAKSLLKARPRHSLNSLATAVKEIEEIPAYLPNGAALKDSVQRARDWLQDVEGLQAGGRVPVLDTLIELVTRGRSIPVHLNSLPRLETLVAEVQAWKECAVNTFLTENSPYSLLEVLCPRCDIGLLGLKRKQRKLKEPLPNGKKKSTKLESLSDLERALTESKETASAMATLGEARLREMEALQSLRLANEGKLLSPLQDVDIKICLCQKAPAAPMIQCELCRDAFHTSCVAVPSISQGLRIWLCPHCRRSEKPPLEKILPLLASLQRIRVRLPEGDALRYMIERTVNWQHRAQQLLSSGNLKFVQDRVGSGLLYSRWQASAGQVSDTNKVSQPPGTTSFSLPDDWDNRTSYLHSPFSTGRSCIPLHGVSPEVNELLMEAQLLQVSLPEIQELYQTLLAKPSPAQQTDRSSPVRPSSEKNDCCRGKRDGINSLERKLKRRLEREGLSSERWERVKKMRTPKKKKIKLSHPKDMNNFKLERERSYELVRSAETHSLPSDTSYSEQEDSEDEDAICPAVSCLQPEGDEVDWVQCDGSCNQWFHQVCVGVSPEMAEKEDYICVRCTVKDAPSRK
#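 qHTS format, multiple compound concentrations. Buffer 50 mM HEPES pH 7.5/0.01% Tween-20; 200 nM KDM5BΔAP final; 10 min compound preincubation; substrate-mix levels 12.5 µM peptide, 25 µM α-KG, 0.25 mM NAD⁺; 30 min RT; ΔRFU.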
# * marks the source's active call; other numbers are inactive results; ? = inconclusive; [ ] = another dose, or the depositor's remark. Potency means the concentration at half of the fitted maximal effect.
SMILES,KDM5B inhibitor
CCOc1ccccc1C1NC(=O)N(CC(=O)Nc2ccc(OC)cc2)C2=C1C(=O)OC2 (centres undefined),-5%
CCOC(=O)c1ccc2c(c1)N(Cc1cccc(C(F)(F)F)c1)C(=O)c1ccccc1S2(=O)=O,-17%
COc1ccc(NC(=O)c2c(C)oc3ccc(O)c(CN4CCN(Cc5ccccc5)CC4)c23)cc1,19%
CN(C)C(=O)C1CCc2nnc(C3CCN([S+](=O)([O-])c4ccccc4)CC3)n21 (centres undefined),15%[115 µM]
CCC(=O)Nc1ccc2oc(-c3cc(F)c(F)cc3Cl)nc2c1,?
Cc1nn(CC(=O)NCC(C)c2ccccc2)c(=O)c2cc3ccccc3n12 (centres undefined),-15%
Cc1ccc(O)c(Nc2nc3ccccc3c3nncn23)c1,-8%
CC(C)c1ccc(S(=O)(=O)Nc2ccc3c(c2)CCN3S(C)(=O)=O)cc1,9%
CC1=C[C@@H](CNC(=O)c2ccc(F)cc2)[C@H](C(C)C)C[C@H]1CC(=O)N1CCN(C)CC1,-9%[86.2 µM]
Cc1ccc(-c2nc(NC(=O)c3cc(C)on3)sc2C)cc1,0%
CCc1ccccc1NC(=O)c1ncoc1-c1cccc(C)c1,-16%
COc1cc(CCC(=O)NCC2CCCO2)cc(OC)c1OC (centres undefined),-6%
CCN(CC)CCCC(C)NC(=O)C(CC(C)C)NC(=O)OC (centres undefined),-12%
COC(=O)c1ccc(CN2C(=O)[C@@H]3C[C@@H](O)CN3C3(CN(Cc4ccccc4)C3)C2=O)cc1,9%
CS(=O)(=O)N1CCC(C2CCN(C(=O)C3CCOCC3)C2)CC1 (centres undefined),1%
CCCn1c(C)cc(C(=O)CSc2nnc(COc3ccc(Cl)cc3)n2C)c1C,-18%
CCc1ccc(C2=C(C)C(N3CCC(C(=O)NCCc4ccco4)CC3)=NS2(=O)=O)cc1,23%
CCCc1nnc(C[C@@H]2C[C@@H](C(C)C)[C@H](CN3CCN(c4ncccn4)CC3)C=C2C)o1,-23%
COc1ccccc1NC(=O)C1=C(C)Nc2nc3ccccc3n2C1c1cccc(OC)c1OC (centres undefined),?
F[C@@H]1CN(Cc2cccnc2)C[C@@H]1OCc1nc2ccc(C(F)(F)F)cc2[nH]1,-11%[86.2 µM]
CCOc1ccc(-c2ccc(C#N)c(SCC(=O)Nc3ccc(F)cc3)n2)cc1,8%
CC(C)CC(=O)N1CCc2ccc(S(=O)(=O)N(C)Cc3nccs3)cc2C1,24%
CSCC(=O)Nc1ccc2n(c1=O)C[C@H]1C[C@@H]2CN(C(=O)c2ccc(-c3ccccc3)cc2)C1,-24%
CC(C)CCNC(=O)CC1Sc2ncccc2N(CC(C)C)C1=O (centres undefined),23%
Cc1ccccc1C(=O)NC1CC2CCCC(C1)N2C(=O)Nc1ccccc1 (centres undefined),12%
Cc1cnc(CC2CCCN(C(=O)C3CCC3)C2)n1Cc1ccccc1 (centres undefined),-5%
Cc1cccc(NC(=O)c2ccc3c(O)c(S(=O)(=O)c4ccccc4)c(=O)[nH]c3c2)c1C,4%
CC(C)CCNC(=O)c1cccc2ncccc12,2%
CCNC(=O)c1c(NC(=O)c2cc(=O)c3ccc(C)c(C)c3o2)sc2c1CCCC2,?
Cc1nn(C)cc1CNC(=O)c1cc2nc(-c3ccc(Cl)s3)cc(C(F)(F)F)n2n1,33%[activator]
Cc1ccc(C(=O)C(C)OC(=O)c2ccc3ccccc3n2)cc1 (centres undefined),-22%
O=C(Cc1c[nH]c2ncc(-c3cccnc3)cc12)Nc1ccc(F)cc1,10%[86.2 µM]
CCC(CC)=C(C#N)C(=O)NC1CC1,23%
N#Cc1ccc(N2CCN(C(=O)CCc3ccncc3)CC2=O)cc1,-5%
O=C(Nc1ncc(-c2ccccc2)c2c1OCC2)C1CCOCC1,-19%[86.2 µM]
COc1cccc(-c2cnc([C@@H]3COCCN3Cc3ccc(S(C)(=O)=O)cc3)[nH]2)c1,-5%[86.2 µM]
CCC(C)NC(=O)C1CCN(C(=O)c2nnn3c2COC(c2ccc(OC)cc2)C3)CC1 (centres undefined),12%
O=c1c2c3c(nn2ccn1Cc1ccc(F)cc1F)CCCC3,-2%
CCc1ccc(C(=O)NCCn2ccn3nc(-c4ccc(F)cc4)cc3c2=O)cc1,54%[activator]
COc1ccc(CNC(=O)CCCc2nnc3n(CCC(C)C)c(=O)c4sccc4n23)cc1,-29%

# Random excerpt: 2 records from the list, in no set order.
SMILES,KDM5B inhibitor
O=c1c2c3c(nn2ccn1Cc1ccc(F)cc1F)CCCC3,-2%
COc1ccc(CNC(=O)CCCc2nnc3n(CCC(C)C)c(=O)c4sccc4n23)cc1,-29%

# The list goes on:
SMILES,KDM5B inhibitor
O=C1CN(S(=O)(=O)c2c(Cl)cccc2Cl)CCN1,15%
Cn1c(SCc2ccc(F)cc2)nnc1-c1ccncc1,18%
O=C(CCc1cc(Cl)no1)N(CCS(=O)(=O)N1CCCC1)Cc1ccncc1,-40%
CCOc1ccc(C(=O)N2CC(C(=O)NCCc3ccncc3)C3(CCOCC3)C2)cc1 (centres undefined),-1%
Cc1ccccc1-c1nc(CNC(=O)Nc2ccccc2)c(C)o1,-20%
Cc1c(F)cccc1NC(=O)N1CCC(Oc2ncccc2C(=O)N2CCCCC2)C1 (centres undefined),-4%
CC(C)(C)CC(=O)Nc1nnc(C2CC(=O)N(c3ccc(Cl)cc3)C2)s1 (centres undefined),7%
CCc1ccc(NC(=S)N(CC)c2ccccc2)cc1,-8%
Cc1cc(=O)oc2cc(OCC(=O)Nc3ccc4ccccc4c3)ccc12,8%
CCOc1ccccc1N1CCN(C(=O)c2ccc3c(c2)N(C)C2CCCCN2C3=O)CC1 (centres undefined),?
CC1=C(C(=O)Nc2ccccn2)C(c2ccc3c(c2)OCO3)n2ncnc2N1 (centres undefined),10%
CC1CCC(NC(=O)C2CCN(C(=O)c3ncn4c3COC(c3ccccc3)C4)CC2)CC1 (centres undefined),18%
O=C1NC(=O)C(c2ccc(-c3ccc4nc[nH]c(=O)c4c3)cc2)N1 (centres undefined),?
CCOc1ccccc1NC(=O)CN1c2ccccc2S(=O)(=O)c2ccccc21,?
CCCN(CCC)C(=O)C1COC2(CCN(C(=O)C(C)C)CC2)N1C(=O)c1ccccc1 (centres undefined),-17%
CCc1ccc(Nc2ncnc3sc4c(c23)CCCC4)cc1,?
Cc1ccsc1C(=O)OCC(=O)c1cc(C)n(C)c1C,17%
O=C(NCc1ccc2c(c1)OCO2)c1cccc(Oc2ccnc(-c3ccc(F)cc3)n2)c1,-12%
O=C(NCc1cccnc1)[C@@H]1C[C@@H](O)CN1C1CCN(C(=O)c2cc3ccccc3[nH]2)CC1,2%
CCN(CC)Cc1cnc2c(C(=O)NC3CCNCC3)cnn2c1,?
COc1ccc2c(C)c(CCC(=O)NCc3ccc(S(N)(=O)=O)cc3)c(=O)oc2c1,?
CCCCn1cc(S(=O)(=O)c2ccc(OCC)cc2)c(=O)c2cc(OC)c(OC)cc21,-12%
COc1ccc(-c2nnc3n2CCN(C(=O)Cc2ccccn2)C3)cc1,-14%
O=C(C[C@@H]1O[C@H](CNC(=O)Nc2cccc(F)c2)[C@@H](O)[C@H]1O)Nc1ccccc1,?
OC[C@@H]1CNC[C@H]1c1nc(-c2cccnc2)no1,-7%
CC(C)c1ccc(NC(=O)CN(C)C2=NS(=O)(=O)c3ccccc32)cc1,8%
Cc1cccc(CS(=O)(=O)Cc2ccc(C(=O)NCc3ccccc3)o2)c1,-16%
CC(C)=CCn1c(-c2ccc(F)cc2)cn2cc(C(=O)N(C)CC(C)O)nc2c1=O (centres undefined),16%
O=C1c2cnc(-c3cc4ccccc4o3)nc2OCCN1c1ccccc1,22µM*
O=C(O)CNS(=O)(=O)c1c(Cl)cc(Br)cc1Cl,13%
Cc1cc(=O)n(CC(=O)Nc2ccc(C)c(C)c2)c(N2CCc3ccccc3C2)n1,?
COc1cccc(CNC(=O)Cn2c(=O)cc(C)c3c(C)nn(C)c32)c1OC,-13%
Cc1ccc(-c2noc(-c3cc(-c4ccc(F)cc4)n[nH]3)n2)cc1,3%
COc1ccc(CN2CC3(CCN(S(=O)(=O)c4c(C)nn(C)c4C)CC3)C2=O)cc1,3%
Cc1ccc2c(CN3CCC(O)CC3)cc(=O)oc2c1C,-21%
CCOc1ccccc1CNC(=O)Cn1nc(C)c2nn(-c3ccc(Cl)cc3)c(C)c2c1=O,-9%
O=C(Nc1ccc2oc(-c3cccc(I)c3)nc2c1)c1ccc2c(c1)OCO2,462%[activator]
N#CCC(=O)Nc1ccc(C(=O)OCC(=O)NCCCc2ccccc2)cc1,7%
CN(C)S(=O)(=O)c1ccc(Cl)c(C(=O)NCc2ccc(N3CCCC3)nc2)c1,-17%
Cc1ccc2[nH]c3c(=O)n(CC(=O)N(C)c4cc(Cl)ccc4C)ncc3c2c1,?

# Quoted from the results shown (14 entries):
SMILES,KDM5B inhibitor
O=C(C[C@@H]1O[C@H](CNC(=O)Nc2cccc(F)c2)[C@@H](O)[C@H]1O)Nc1ccccc1,?
OC[C@@H]1CNC[C@H]1c1nc(-c2cccnc2)no1,-7%
CC(C)c1ccc(NC(=O)CN(C)C2=NS(=O)(=O)c3ccccc32)cc1,8%
Cc1cccc(CS(=O)(=O)Cc2ccc(C(=O)NCc3ccccc3)o2)c1,-16%
CC(C)=CCn1c(-c2ccc(F)cc2)cn2cc(C(=O)N(C)CC(C)O)nc2c1=O (centres undefined),16%
O=C1c2cnc(-c3cc4ccccc4o3)nc2OCCN1c1ccccc1,22µM*
O=C(O)CNS(=O)(=O)c1c(Cl)cc(Br)cc1Cl,13%
Cc1cc(=O)n(CC(=O)Nc2ccc(C)c(C)c2)c(N2CCc3ccccc3C2)n1,?
COc1cccc(CNC(=O)Cn2c(=O)cc(C)c3c(C)nn(C)c32)c1OC,-13%
Cc1ccc(-c2noc(-c3cc(-c4ccc(F)cc4)n[nH]3)n2)cc1,3%
COc1ccc(CN2CC3(CCN(S(=O)(=O)c4c(C)nn(C)c4C)CC3)C2=O)cc1,3%
Cc1ccc2c(CN3CCC(O)CC3)cc(=O)oc2c1C,-21%
CCOc1ccccc1CNC(=O)Cn1nc(C)c2nn(-c3ccc(Cl)cc3)c(C)c2c1=O,-9%
O=C(Nc1ccc2oc(-c3cccc(I)c3)nc2c1)c1ccc2c(c1)OCO2,462%[activator]

# Additional records follow.
SMILES,KDM5B inhibitor
CC(=O)Nc1ccc(N=CC2=C(O)CC(C)(C)CC2=O)cc1,-5%
CN(C)C[C@@H]1CN(Cc2ccccn2)C[C@H]1NC(=O)c1ccc2cc[nH]c2c1,28µM*
CCOc1ccc(C(=O)N2CCN(c3ncccn3)CC2)cc1,23%
NNC(=S)Nc1ccccc1,2%
Cc1ccc(OCc2nc(-c3ccccc3OCC(=O)N3CCCCCC3)no2)cc1,12%
O=C(NCCc1ccccc1)c1ccc(Cn2c(SCc3ccccc3F)nc3cccnc32)cc1,?
CC(=O)Nc1ccc(NC(=O)c2cc(=O)c3ccc(C)c(C)c3o2)cc1,13%
Cc1ccccc1OCC(O)CN1CCN(c2nccs2)CC1 (centres undefined),12%
CC(C(=O)NCc1nc2ccccc2n1C)C1CCOCC1 (centres undefined),-25%
CNC(=O)[C@@H]1C[C@@H](n2cc(CNC(=O)Nc3cccc(Cl)c3)nn2)CN1,?
COc1ccc(CN2CCCC3(Cc4ccccc4CNC3=O)C2)c(OC)n1 (centres undefined),17%[115 µM]
Cc1ccccc1CCNC(=O)c1ccc2c(c1)nc1n2CCCCC1,9%
O=Cc1cccc(N2CCN(C(=O)N3CCOCC3)CC2=O)c1,30%[149 µM]
CC(=O)c1cccc(NC(=O)Nc2cc3c(cc2N2CCCC2)n(C)c(=O)n3C)c1,-67%
COC(=O)CC1C(=O)NCCN1C(=O)c1ccc2nc(C3CCCCC3)oc2c1 (centres undefined),-15%
Cc1ccc([S+](=O)([O-])c2nnn3c2nc(N2CCC(F)CC2)c2ccccc23)cc1C,?
O=C(NC1C[C@H]2CC[C@@H](C1)N2C(=O)CC1CCCC1)c1ccc(F)cc1 (some centres undefined),-9%
Clc1ccccc1-c1nc(-c2ccc(Br)cc2)no1,14%
C/C(=N\NC(=O)C(c1ccccc1)c1ccccc1)c1cccs1,32%
Cc1nn(-c2ccc(C(F)(F)F)cc2)c(C)c1[C@@H]1C=C[C@@H](NC(=O)COCC(=O)O)C1,0%
CCc1cccc(C)c1NC(=O)c1nc2ccccc2nc1N(CC)CC,1%
O=C1NCc2ccccc2CC12CCN(Cc1cc(F)ccc1O)C2 (centres undefined),-25%[115 µM]
Cc1nc(-c2ccc(S(=O)(=O)N3CCCN(CCc4ccccc4)CC3)s2)cs1,-21%
O=C(CCCCn1c(=O)c2ccccc2n(Cc2ccccc2F)c1=O)NCc1ccc2c(c1)OCO2,-18%
CN1CCN(CCCNC(=O)c2ccc3nc(Cc4ccccc4)oc3c2)CC1,3%
CC(C)(C)OC(=O)N1CC(Nc2cccc(C(F)(F)F)c2)C1,-16%[149 µM]
CCCOc1ccccc1C(=O)N1CCc2onc(-c3ccccc3)c2C1,-9%
COC(=O)Cn1c(Nc2ccccc2)nc2c1c(=O)n(C)c(=O)n2C,0%
Cc1cccc(-c2cn[nH]c2C2CCN(C(=O)c3ccc4nccnc4c3)CC2)c1,?
Cc1nc2cc(NC(C)C(=O)Nc3ccccc3Cl)ccc2o1 (centres undefined),6%
Cc1cnc(C2CC2)n1CCNC(=O)c1cncn1C,31%
CCCn1c(=O)n(CC(=O)NCC(=O)Nc2cccc(C)c2C)c2ccccc21,6%
CN(Cc1cccs1)C(=O)Cc1c[nH]c2ccccc12,3%
O=S(=O)(NCc1nnnn1-c1ccccc1)c1ccccc1,13%
CNC(=O)[C@@H](c1ccc(OC)cc1)N1CCC[C@H]1C(=O)N1CCOCC1,-9%[86.2 µM]
COc1ccc(C2(C(=O)N[C@@H]3CN(c4ncccn4)C[C@H]3CN(C)C)CC2)cc1,28µM*
O=C(O)C1CN(C(=O)c2csc(-c3cccs3)n2)CCO1 (centres undefined),?
Cc1nc2ccccc2c(=O)n1NC(=O)c1ccccc1Br,41%
CN(Cc1ccc(Br)cc1)c1ccc(S(N)(=O)=O)cn1,-8%

# Screening results (PubChem)

# A portion of the library (hit frequency here may not be typical).
